Screens (PubChem BioAssay)
Epigenetic reg = derepresses silenced GFP reporter in murine cells; murine LDR cells, GFP reporter derepression, 30 h; Potency, µM (highest dose often 53.9 µM), for the others: at the highest dose GFP activation, hits mostly activators; hit rate 0.2% among 280,000; AID 1865; further: potency means the concentration at half of the fitted maximal effect; % of control where 0% means no effect; nearly all actives have a fitted effect of over 60% in size
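Reporter derepression read as number of fluorescent GFP-positive objects, 20-120 um in size, counted by laser-scanning cytometer. Mouse LDR line with an epigenetically silenced CMV-GFP locus; compound incubation 30 h, 37 C.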
KinaseGlo FLuc = counter-screen: inhibitors of Kinase-Glo firefly luciferase; AID 1379; Q27757; Potency, µM (highest dose often 38.3 µM), inactives show at the top dose activity change, negative = inhibition, most hits filed as inhibitors; Kinase-Glo luciferase, ATP luminescence, 8 min; hit rate 0.28% among 200,000; further: potency means the concentration at half of the fitted maximal effect; on the % scale 0 is the no-effect control and ±100 the full control effect; nearly all actives have a fitted effect of over 60% in size
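Compounds were added to a substrate mix at pH 7.2 (50 mM imidazole, 10 uM ATP, within the enzyme's linear range), followed by Kinase-Glo detection reagent; luminescence was measured after 8 minutes at ambient temperature.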
NPSR antag = antagonists of human neuropeptide S receptor cAMP signaling; Potency, µM (series often up to 38.3 µM), for the others: top-dose activity change, negative = inhibition, most hits filed as inhibitors; CHO-NPSR cells, cAMP TR-FRET, antagonist mode; Q6W5P4; hit rate 1% among 220,000; AID 1461; further: potency means the concentration at half of the fitted maximal effect; on the % scale 0 is the no-effect control and ±100 the full control effect; nearly all actives have a fitted effect of over 50% in size; many of its hits are not listed in these tables
Target sequence (Q6W5P4 whole entry, looked up): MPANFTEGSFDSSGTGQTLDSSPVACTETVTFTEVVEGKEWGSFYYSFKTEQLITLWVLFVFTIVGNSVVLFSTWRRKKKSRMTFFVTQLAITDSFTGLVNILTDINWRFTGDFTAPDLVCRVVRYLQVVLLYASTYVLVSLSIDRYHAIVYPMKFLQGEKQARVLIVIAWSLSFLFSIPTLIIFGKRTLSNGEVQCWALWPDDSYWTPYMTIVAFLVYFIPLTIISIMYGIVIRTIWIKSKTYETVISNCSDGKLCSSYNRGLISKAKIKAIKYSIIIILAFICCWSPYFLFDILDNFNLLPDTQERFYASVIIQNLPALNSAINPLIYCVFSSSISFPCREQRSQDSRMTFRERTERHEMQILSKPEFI
Lamin A splicing = LMNA splicing modulation. AID 1487. HeLa LMNA splicing GFP/RFP minigene ratio, 48 h. hit rate 0.01% among 200,000. Potency, µM (titrated, usually from 46.1 µM), inactives show top-dose ratio change, negative = inhibition, most hits filed as inhibitors; active means well fitted inhibition curve with a large enough effect in the signal ratio, with a control signal flat, not every such curve was filed as active; inconclusive means small, poorly fitted or top-dose-only effect, or effect the other way, or a change in a side signal; the % refers to the signal ratio; further: potency means the concentration at half of the fitted maximal effect; on the % scale 0 is the no-effect control and ±100 the full control effect
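S3 HeLa stable clones carrying a lamin A-EGFP splicing minigene plus DsRed2 were seeded at 600 cells/well in Opti-MEM with 2% FBS, pin-dosed and incubated 48 h at 37°C. Acumen cytometry (488 nm) gave the GFP/RFP total-intensity ratio.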
IMPase Li inh = membrane-permeable IMPase blocker, potentiated with lithium; CHO-M1 cells, IP1 TR-FRET (IP-One), carbachol + lithium; Potency, µM (series often up to 59.4 µM), without a hit: at the top dose activity, negative = IMPase inhibition, hits mostly inhibitors; hit rate 0.35% among 210,000;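 further: IP1 builds up when IMPase is blocked and the TR-FRET signal falls; potency means the concentration at half of the fitted maximal effect; plate controls were basal vehicle for no effect and high inhibitor control for full effect; nearly all actives have a fitted effect of over 50% in size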
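Readout is a homogeneous TR-FRET IP1 immunoassay (Ex 320, Em 665 and 620), where raised cytosolic IP1 lowers signal. Cells were CHO-M1 treated 30 min at 37C with test compounds plus a little lithium; AC50 values came from Hill-equation fitting.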
CBFb-RUNX1 inh = blocks binding between human CBF-beta and RUNX1; AID 1477; AlphaScreen CBFb-His/RUNX1-biotin binding, biochemical; Potency, µM (series often up to 59.8 µM), for inactives: at the highest dose activity, negative = inhibition, usual class: inhibitors; Q01196+Q13951; 230,000 tested, under 10 active; further: % of control where 0% means no effect
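AlphaScreen proximity signal reports loss of binding between His-tagged CBF-beta and biotin-labelled RUNX1, each at 30 nM. Proteins are pre-associated for 20 minutes, compounds added for 15 minutes, then beads for 90 minutes, all at ambient temperature.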
aGal spleen mod = alpha-galactosidase A (human) modulation; hit rate 0.008% among 240,000; human spleen homogenate, 4MU-alpha-Gal fluorescence, 40 min; P06280; AID 2107; Potency, µM (top dose mostly 80 µM), inactives show at the highest dose activity change, negative = inhibition, most hits filed as inhibitors;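 further: potency means the concentration at half of the fitted maximal effect; 0% = enzyme with vehicle and -100% = no enzyme basal signal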
Target sequence (P06280 32-429 limits assumed): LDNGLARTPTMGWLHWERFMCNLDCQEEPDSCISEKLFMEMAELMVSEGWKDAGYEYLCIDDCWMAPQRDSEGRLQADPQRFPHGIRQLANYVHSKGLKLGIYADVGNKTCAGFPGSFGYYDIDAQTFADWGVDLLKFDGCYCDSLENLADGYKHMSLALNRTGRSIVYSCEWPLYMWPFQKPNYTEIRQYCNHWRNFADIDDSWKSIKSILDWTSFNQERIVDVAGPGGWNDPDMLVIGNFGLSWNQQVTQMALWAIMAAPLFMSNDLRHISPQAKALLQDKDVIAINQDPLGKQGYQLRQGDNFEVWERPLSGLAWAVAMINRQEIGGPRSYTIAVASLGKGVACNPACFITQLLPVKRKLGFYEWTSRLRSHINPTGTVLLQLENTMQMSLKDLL
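Inhibition or activation of alpha-galactosidase in human spleen homogenate is scored by 4-MU fluorescence after 40 min at 37C, pH 5.0, with 1 mM substrate. AC50s come from concentration-response fitted to the Hill equation.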
* hit, by the source's call; ? = inconclusive; . = not tested or not shown; [ ] = dose if it differs, or a comment. Unless noted, the call rests on the fitted dose curve; in most records, active means well fitted curve in the direction sought with a large enough effect; inconclusive means small, poorly fitted or top-dose-only effect, or another doubt; inactive means no such curve, though single readings can be large; an effect the other way counts as inactive or inconclusive. This is a subset; count on the stated rates, not on these rows.

A first look:
Values run as follows: KinaseGlo FLuc | CBFb-RUNX1 inh | Lamin A splicing | NPSR antag | Epigenetic reg | aGal spleen mod | IMPase Li inh
CCOC(=O)N1CCC(NC(=O)c2cccc3c2C(=O)N(Cc2cccnc2)C3)CC1
→ 1% | 2% | -2% | 3%[46.1 µM] | 1.2% | 17% | 36%[activator][38.3 µM]
O=C(CSc1nc(Nc2ccccc2)nc(N2CCOCC2)n1)Nc1ccccc1Cl
→ 0% | 1% | -9% | ? | 0.0% | 10% | 49%[activator][38.3 µM]
COC(=O)c1ccc(NC(=O)Cc2ccc(F)cc2)cc1
→ 0% | 5% | 4%[46 µM] | -6% | -1.0% | -7% | 6%
COC1=CCC2([N+](=O)[O-])CN(CC(=O)O)CC1([N+](=O)[O-])C2 (configuration not stated)
→ 13% | -3% | 8% | 8% | 1.1% | 8% | 1%

The whole of this part (from the top)
Values run as follows: KinaseGlo FLuc | CBFb-RUNX1 inh | Lamin A splicing | NPSR antag | Epigenetic reg | aGal spleen mod | IMPase Li inh
CCOC(=O)N1CCC(NC(=O)c2cccc3c2C(=O)N(Cc2cccnc2)C3)CC1
→ 1% | 2% | -2% | 3%[46.1 µM] | 1.2% | 17% | 36%[activator][38.3 µM]
O=C(CSc1nc(Nc2ccccc2)nc(N2CCOCC2)n1)Nc1ccccc1Cl
→ 0% | 1% | -9% | ? | 0.0% | 10% | 49%[activator][38.3 µM]
COC(=O)c1ccc(NC(=O)Cc2ccc(F)cc2)cc1
→ 0% | 5% | 4%[46 µM] | -6% | -1.0% | -7% | 6%
COC1=CCC2([N+](=O)[O-])CN(CC(=O)O)CC1([N+](=O)[O-])C2 (configuration not stated)
→ 13% | -3% | 8% | 8% | 1.1% | 8% | 1%
CCOP(=O)(CN(CC)C(=O)c1ccccc1Br)OCC
→ . | 5% | . | 44% | -0.7% | 4% | .
O=C(CSc1nc2ccccc2o1)Nc1ccccc1N1CCOCC1
→ -4% | 1% | -1% | ? | 0.7% | 3% | 25%[38.3 µM]
COC(=O)c1c(C)[nH]c(-c2csc(N)n2)c1C
→ -2% | 11% | ? | 5% | 1.4% | 3% | 1%
Nc1ncncc1-c1ccc(Cl)cc1
→ . | 6% | . | 9% | 0.1% | 4% | .
CCCn1c(SCC(=O)N2c3ccccc3Sc3ccccc32)nc2c1c(=O)n(C)c(=O)n2C
→ 1% | -2% | -10% | ? | -1.0% | 15% | 44%[activator][38.3 µM]
O=C(CSc1nnc(Cc2cccs2)n1Cc1ccco1)Nc1ccc(Br)cc1
→ 5% | ? | -8% | ? | 1.1% | -8% | 48%[activator][38.3 µM]
O=C(CC(C(=O)N1CCc2ccccc21)n1ccnc1)NCc1ccccc1 (configuration not stated)
→ -2% | 1% | 7% | 6%[46.1 µM] | -0.8% | 8% | 26%[38.3 µM]
Cn1nc(-c2ccc(Cl)cc2)c2cc(C(=O)N3CCN(c4ccccc4)CC3)sc21
→ -1% | 0% | 5% | -13%[46.1 µM] | 0.7% | -3% | 11%[38.3 µM]
O=C(c1ccccc1)N(Nc1ccccc1)c1ccccc1
→ 3% | -11% | . | -6% | -0.2% | -9% | 15%
Cc1cccc(/C=C2/SC(=O)N(Cc3ccccc3)C2=O)n1
→ -2% | 1% | 4% | -22%[46.1 µM] | 0.7% | 2% | 40%[38.3 µM]
CC12CCC(C(=O)N3CCN(c4ccccc4)CC3)(CC1=O)C2(C)C (configuration not stated)
→ 0% | 5% | -1% | -19%[46.1 µM] | 1.0% | 1% | 43%[activator][38.3 µM]
Cc1cccc(C)c1NC(=O)C(NC=O)c1ccc(N(C)C)cc1 (configuration not stated)
→ -2% | 0% | 4% | -13%[46.1 µM] | -0.7% | -11% | -8%[38.3 µM]
O=C(Cn1cccc1C(=O)c1ccccc1)NCc1cccnc1
→ -2% | 3% | -2% | -3%[46.1 µM] | -1.4% | 6% | -4%[38.3 µM]
COC(=O)c1ccccc1NCCO
→ . | 19% | . | 9% | 0.0% | ? | .
O=C(O)/C=C/c1cn(-c2ccccc2)nc1-c1cccs1
→ . | 4% | . | -34% | -1.3% | -4% | -17%
Cc1ccc(NC(=O)COC(=O)Cc2csc(-c3ccc(Cl)cc3)n2)cc1C
→ -1% | 11% | 10% | -4% | -0.4% | 9% | -4%

A different layout for 2 compounds above.
COC1=CCC2([N+](=O)[O-])CN(CC(=O)O)CC1([N+](=O)[O-])C2 (configuration not stated)
  KinaseGlo FLuc: 13%
  CBFb-RUNX1 inh: -3%
  Lamin A splicing: 8%
  NPSR antag: 8%
  Epigenetic reg: 1.1%
  aGal spleen mod: 8%
  IMPase Li inh: 1%
Cc1ccc(NC(=O)COC(=O)Cc2csc(-c3ccc(Cl)cc3)n2)cc1C
  KinaseGlo FLuc: -1%
  CBFb-RUNX1 inh: 11%
  Lamin A splicing: 10%
  NPSR antag: -4%
  Epigenetic reg: -0.4%
  aGal spleen mod: 9%
  IMPase Li inh: -4%

(list continues)
Values run as follows: KinaseGlo FLuc | CBFb-RUNX1 inh | Lamin A splicing | NPSR antag | Epigenetic reg | aGal spleen mod | IMPase Li inh
O=C(Oc1ccc(Br)cc1)c1n[nH]c(=O)c2ccccc12
→ -4% | 15% | -12%[46 µM] | 7% | -2.2% | 1% | -28%
Cc1cc2cc(CNC(=O)Cc3ccc([N+](=O)[O-])cc3)ccc2n1C
→ 2% | ? | . | -21% | 2.6% | 8% | -21%
CCNc1nc(NCC)n2c(SC(C(=O)Nc3cc(Cl)cc(Cl)c3)c3ccccc3)nnc2n1 (configuration not stated)
→ 2% | 3% | -2% | -26% | 10% | 6% | -8%
CC(Nc1nc(N2CCNCC2)nc2ccccc12)c1ccccc1 (configuration not stated)
→ 0% | 3% | ? | -6% | 0.9% | 5% | 12%
O=C(CCSc1ccccc1)Nc1ccc(OCc2ccccc2)cc1
→ 0% | 3% | 2% | -8%[46.1 µM] | -1.1% | 0% | -5%[38.3 µM]
CC(NC(=O)Nc1ccc(Cl)cc1)C(c1cccs1)N1CCOCC1 (configuration not stated)
→ 0% | 6% | -12% | -7%[46.1 µM] | 0.1% | 0% | 26%[38.3 µM]
Cc1cc(C(=O)NC(C)c2ccccc2)c2cc(F)ccc2n1 (configuration not stated)
→ -1% | 2% | -2%[46 µM] | -3% | 0.4% | 7% | -2%
CCN(C(=O)/C=C/c1ccc2c(c1)OCO2)c1ccccc1
→ -5% | 4% | 1% | 10% | -1.3% | 10% | 2%
Cc1ccccc1CSc1nn2c(=O)c(C)nnc2s1
→ -3% | -4% | . | 13% | -5.0% | -2% | -3%
Fc1cccc2sc(Nc3nc4cc5c(cc4s3)OCO5)nc12
→ 1% | 1% | ? | -38% | 6.7% | -3% | 0%
CCOc1ccc(-n2c(SCC(=O)Nc3nccs3)nnc2-c2ccoc2C)cc1
→ . | 0% | . | -28% | 0.0% | 6% | .
Cc1cc(/C(N)=N/OC(=O)c2cccc(Cl)c2)no1
→ . | 5% | . | -13% | 0.0% | 3% | .
CCC(NC(=O)c1ccccc1NC(=O)c1ccc(OC)cc1)C(=O)N1CCCC1 (configuration not stated)
→ -1% | 7% | -5% | -2% | -3.8% | -3% | 4%
Cc1[nH]nc(-c2ccc(OCc3cnn(-c4ccccc4)c3)cc2O)c1Oc1ccc(Cl)cc1
→ -1% | 2% | -18% | 10µM* | 3.8% | 2% | 26%[38.3 µM]
Cc1ccc(C(=O)NCCN2C3=NC[C@H](C(C)C)N3C[C@H]2Cc2ccc(O)cc2)cc1Br
→ . | 6% | . | 47% | -3.2% | -14% | 8%
COc1ccc(S(=O)(=O)N2CCCOC2CNC(=O)C(=O)NCc2ccco2)cc1 (configuration not stated)
→ -2% | 2% | . | 8% | 1.7% | 10% | -1%
COc1ccc(-n2c(=O)[nH]c3c(C(N)=O)nc(C4CCCCC4)nc32)cc1
→ 3% | -10% | ? | -41% | -0.5% | -4% | 5%
CC(C)(C)c1cc(C(=O)NCCN2CCCC2)cc(C(C)(C)C)c1
→ 3% | 4% | 17%[46 µM] | -37% | 2.3% | -19% | 3%
Cc1cc(C)n(-c2nc(NCc3cccnc3)c3c4c(sc3n2)COC(C)(C)C4)n1
→ -4% | -26% | -11% | -13%[46.1 µM] | -6.2% | 7% | 2%[38.3 µM]
CCOc1cc(/C=C/c2ccc3cccc([N+](=O)[O-])c3n2)ccc1O
→ -3% | -5% | ? | -1% | -3.0% | 5% | 6%
COCCNC(=O)C1(CC(C)C)C=CCN1C(=O)OC (configuration not stated)
→ -3% | 7% | . | . | 3.0% | -1% | -7%
O=C(c1cc2ccccc2oc1=O)N(Cc1ccco1)CC1CCCO1 (configuration not stated)
→ -5% | 8% | -3% | -18%[46.1 µM] | -1.0% | 2% | 27%[38.3 µM]
O=C(O)CCC(=O)NNC(=O)c1cccs1
→ 0% | 1% | -2%[46 µM] | -14% | -2.1% | 3% | -3%
O=C1NC(=S)S/C1=C\c1coc2ccc(O)cc2c1=O
→ . | -14% | . | 46% | 0.0% | -6% | .
CN(Cc1nc2c(s1)CCCC2)C(=O)CCc1nnc(-c2ccc3c(c2)OCO3)o1
→ . | 5% | . | -4% | 6.4% | 3% | .
COc1ccc(NC(=O)CSc2nnnn2C)cc1
→ -4% | 4% | -2%[46 µM] | -6% | 2.2% | 5% | 13%
Cn1c(=O)c2c(SCc3ccccc3)nc(-c3ccco3)nc2n(C)c1=O
→ -3% | 3% | -3% | 26%[46.1 µM] | 0.0% | -3% | 18%[38.3 µM]
Brc1ccc(C2=Nn3c(Cn4nnc5ccccc54)nnc3SC2)cc1
→ . | 4% | . | 25% | 0.1% | 2% | .
CC(=O)N(Cc1ccccc1)c1ncc2c(n1)c(=O)c(C#N)c1ccccn12
→ -4% | -2% | -9% | -5%[46.1 µM] | -1.0% | 0% | 11%[38.3 µM]
O=C(/C=C/c1ccc(F)cc1)N1CCCc2ccccc21
→ 1% | -4% | . | 7% | -0.5% | 5% | 4%
